Screens as filed in PubChem.
human PMI inhibition – inhibitors of human PMI, primary screen, biochemical, fluorescence intensity, coupled assay (AID 1209). Mannose-6-phosphate isomerase (Homo sapiens). purified PMI enzyme, coupled fluorescence intensity; higher % means a stronger effect. one-dose inhibition, % at 20 µM; IC50 in µM for titrated hits. 0.42% of 190,000 active;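 note: plate controls were DMSO vehicle for no effect and wells lacking substrate for full effect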
TNAP activation fold – human TNAP enzyme activators, primary screen, biochemical, luminescent, no phosphate acceptor, uHTS (AID 1001). Alkaline phosphatase, tissue-nonspecific isozyme (Homo sapiens). purified TNAP, luminescent activation assay, no phosphate acceptor; higher activation fold means a stronger effect. activation fold at 20 µM; hits with a dose series show EC50 in µM. 0.03% of 200,000 active; in the data active = activation fold from about 3, or a potency from the dose series; inactive = the rest, 99 in 100 with activation fold below about 1.6; note: many of its hits are not listed in these tables
P. falciparum M17LAP – P. falciparum M17LAP inhibitors, primary screen, biochemical, fluorogenic H-Leu-NHMec substrate, 1536-well (AID 1619) | Leucine aminopeptidase (Plasmodium falciparum (isolate 3D7)) | recombinant M17LAP, H-Leu-NHMec fluorogenic kinetic assay; higher % means a stronger effect | one-dose inhibition, % at 30 µM; IC50 in µM for titrated hits | 0.38% of 220,000 active;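 active = compound inhibiting the enzyme by more than half at any dose during confirmatory dose-response retesting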;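 note: plate controls were full reaction with DMSO carrier for no effect and no enzyme background for full effect; strong numbers were not always called active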
Myeloid diff 2 – induction of myeloid progenitor differentiation, primary screen, cell-based, flow cytometry, MLPCN library. ER-HoxA9 myeloid progenitors, lysozyme-GFP differentiation. calls only at 10 µM. 1% of 360,000 active;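 active = normalized GFP-positive differentiation at or above the plate's own cutoff, the solvent-only control mean plus 3 SD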;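 note: cells exposed to compound for four days before flow analysis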
PMI inhibition – human PMI inhibitors, high substrate, primary screen, biochemical, fluorescence intensity, high mannose 6-phosphate (AID 1220). Mannose-6-phosphate isomerase (Homo sapiens). recombinant PMI enzyme, coupled fluorescence intensity; higher % means a stronger effect. one-dose inhibition, % at 20 µM; IC50 in µM for titrated hits. 0.66% of 190,000 active
LYP inhibition – inhibitors of LYP phosphatase, biochemical, fluorescence intensity, uHTS (AID 1779); recombinant LYP phosphatase, fluorescence intensity; higher % means a stronger effect; 0.054% of 290,000 active; inhibition, % at 11.5 µM; hits with a dose series show IC50 in µM;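 note: plate controls were vehicle with enzyme for no effect and no enzyme for full effect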
XIAP antagonists – XIAP antagonists, biochemical, IAP family, fluorescence polarization (AID 1018); E3 ubiquitin-protein ligase XIAP (Homo sapiens); XIAP BIR domain, fluorescence polarization peptide displacement; higher % means a stronger effect; displacement, % at 20 µM; hits with a dose series show IC50 in µM; 0.007% of 200,000 active; in the data active = displacement above about 50%; note: a part of the inactive calls stands beside numbers as strong as those of hits
P. falciparum M1AAP – P. falciparum M1AAP inhibitors, biochemical, fluorogenic H-Leu-NHMec substrate, 1536-well (AID 1445); Aminopeptidase N (Plasmodium falciparum (isolate 3D7)); recombinant M1AAP, H-Leu-NHMec fluorogenic kinetic assay; higher % means a stronger effect; inhibition, % at 30 µM, or IC50 in µM where a hit was titrated; 0.42% of 220,000 active;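 active = primary inhibition above the hit cutoff, then over 50% inhibition at one or more dose response concentrations, cut at about 23% in these data, passing the limit was not always enough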;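 note: plate controls were DMSO full reaction for no effect and no enzyme background for full effect; strong numbers were not always called active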
ER stress rescue – rescue of cells from ER stress-induced death, primary screen, 384-well, CSM14.1, thapsigargin, ATP luminescence (AID 1222). CSM14.1 thapsigargin-induced death rescue, ATP luminescence; higher % means a stronger effect. cellular ATP content (survival), % at 20 µM, or EC50 in µM where a hit was titrated. 190,000 tested, under 10 active;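 active = EC50 below 50 µM in the dose-response confirmation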;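 note: death triggered by thapsigargin at about 15 µM added after 2 h compound pretreatment; cell ATP read after overnight thapsigargin exposure of roughly 18 to 22 hours; normalized against plate controls of thapsigargin alone and 5% DMSO vehicle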
Myeloid diff 2 GFP+ MAC1+ % – recorded beside Myeloid diff 2, whose call it bears; GFP+ MAC1+ double positive, %; measured here: differentiation confirmed by MAC1 staining
* = called active by the depositor. Cut-off read from the data, not from the text of the source, unless noted: active = inhibition above about 50%; inactive = the rest.

Results for COc1cccc(C(=O)N2CCN(C3CCN(Cc4ccccc4)CC3)CC2)c1 ?
human PMI inhibition: 2%; TNAP activation fold: 1; P. falciparum M17LAP: 10%; PMI inhibition: -5%; LYP inhibition: -10%; XIAP antagonists: -2.9%; P. falciparum M1AAP: -4%; ER stress rescue: 2.7%

Results for CCOc1ccccc1C(=O)NCC(=O)O ?
human PMI inhibition: -38%; TNAP activation fold: 1.2; P. falciparum M17LAP: -1%; Myeloid diff 2: inactive; PMI inhibition: -22%; LYP inhibition: -4%; XIAP antagonists: -4.3%; P. falciparum M1AAP: -8%; ER stress rescue: 3.1%; Myeloid diff 2 GFP+ MAC1+ %: 0.9

Results for Cc1ccc2c(c1)C(O)(CC(=O)c1ccc(C)s1)C(=O)N2 (stereo not drawn) ?
human PMI inhibition: 5%; TNAP activation fold: 1; P. falciparum M17LAP: 14%; Myeloid diff 2: inactive; PMI inhibition: 4%; LYP inhibition: -5%; XIAP antagonists: -3.5%; P. falciparum M1AAP: 11%; ER stress rescue: -0.5%; Myeloid diff 2 GFP+ MAC1+ %: 0.1

Results for Cc1ccc(N=C2NC(=O)C(CC(=O)NCc3ccccc3)S2)cc1C (stereo not drawn) ?
human PMI inhibition: -6%; TNAP activation fold: 0.6; P. falciparum M17LAP: 7%; Myeloid diff 2: inactive; PMI inhibition: -8%; LYP inhibition: -4%; XIAP antagonists: -3.3%; P. falciparum M1AAP: 1%; ER stress rescue: -1.2%; Myeloid diff 2 GFP+ MAC1+ %: 0.6

What do the screens show for `COc1ccc(-c2nc3ccc(N4CCCC4)cc3c(=O)[nH]2)cc1OC`?
human PMI inhibition: 23%; TNAP activation fold: 1.1; P. falciparum M17LAP: -23%; Myeloid diff 2: inactive; PMI inhibition: 42%; LYP inhibition: 0%; XIAP antagonists: -5.5%; P. falciparum M1AAP: 4%; ER stress rescue: 0.7%; Myeloid diff 2 GFP+ MAC1+ %: 0.9

What do the screens show for `O=C(CCCn1c(=O)c2sccc2n(Cc2ccc(F)cc2)c1=O)NCc1ccco1`?
human PMI inhibition: 12%; TNAP activation fold: 1.1; P. falciparum M17LAP: -5%; Myeloid diff 2: inactive; PMI inhibition: 13%; LYP inhibition: -5%; XIAP antagonists: -1.4%; P. falciparum M1AAP: 3%; ER stress rescue: -2.3%; Myeloid diff 2 GFP+ MAC1+ %: 9.1

How did Cc1cc(Nc2cc(F)ccc2C)n2nc(C)nc2n1 do in these assays?
human PMI inhibition: -16%; TNAP activation fold: 1; P. falciparum M17LAP: -2%; Myeloid diff 2: inactive; PMI inhibition: -12%; LYP inhibition: -8%; XIAP antagonists: -5.9%; P. falciparum M1AAP: -3%; ER stress rescue: -2.2%; Myeloid diff 2 GFP+ MAC1+ %: 3.4

Results for Cc1ccccc1C(=O)Nc1nnc(CC(=O)N/N=C/c2cn(Cc3ccccc3)c3ccccc23)s1 ?
P. falciparum M17LAP: -8%; Myeloid diff 2: inactive; LYP inhibition: 3%; P. falciparum M1AAP: 6%; Myeloid diff 2 GFP+ MAC1+ %: 1.4

What do the screens show for `CSc1ccc(/C=N/NC(=O)CNc2ccc3ccccc3c2)cc1`?
human PMI inhibition: 29%; TNAP activation fold: 1; P. falciparum M17LAP: -30%; Myeloid diff 2: inactive; PMI inhibition: 39%; LYP inhibition: 2%; XIAP antagonists: -11%; P. falciparum M1AAP: 7%; ER stress rescue: -2.1%; Myeloid diff 2 GFP+ MAC1+ %: 0.1

Results for C#CC(C)(C)NC(=O)c1ccc(-c2ccccc2F)cc1 ?
P. falciparum M17LAP: -3%; Myeloid diff 2: inactive; LYP inhibition: -5%; P. falciparum M1AAP: 7%; Myeloid diff 2 GFP+ MAC1+ %: 0.9

What do the screens show for `CCCCNC(=O)CSc1cc(=O)n(C)c2ccccc12`?
human PMI inhibition: 9%; TNAP activation fold: 1.1; P. falciparum M17LAP: 20%; Myeloid diff 2: inactive; PMI inhibition: 9%; LYP inhibition: -1%; XIAP antagonists: -1.1%; P. falciparum M1AAP: 3%; ER stress rescue: 1.2%; Myeloid diff 2 GFP+ MAC1+ %: 0.7

Results for CCOc1cc(/C=N/n2cnnc2)ccc1OCC(=O)Nc1ccccc1OC ?
human PMI inhibition: -1%; TNAP activation fold: 1; P. falciparum M17LAP: -15%; Myeloid diff 2: inactive; PMI inhibition: 1%; LYP inhibition: -3%; XIAP antagonists: -5.5%; P. falciparum M1AAP: -3%; ER stress rescue: -0.9%; Myeloid diff 2 GFP+ MAC1+ %: 0.8

Results for O=C(COC(=O)CCC1CCCC1)Nc1nc2c(F)c(F)c(F)cc2s1 ?
human PMI inhibition: 16%; TNAP activation fold: 1.1; P. falciparum M17LAP: 6%; Myeloid diff 2: inactive; PMI inhibition: 11%; LYP inhibition: -4%; XIAP antagonists: -12%; P. falciparum M1AAP: -7%; ER stress rescue: -0.9%; Myeloid diff 2 GFP+ MAC1+ %: 0.4

Results for Cc1cc(C)c2cc(C(c3nnnn3CC3CCCO3)N3CCN4CCCC4C3)c(=O)[nH]c2c1 (stereo not drawn) ?
human PMI inhibition: -1%; TNAP activation fold: 1.1; P. falciparum M17LAP: 0%; Myeloid diff 2: inactive; PMI inhibition: 3%; LYP inhibition: 0%; XIAP antagonists: -0.5%; P. falciparum M1AAP: 6%; ER stress rescue: 1.2%; Myeloid diff 2 GFP+ MAC1+ %: 1.3

What do the screens show for `CCCN1C(=O)c2ccc(C(=O)Nc3nccs3)cc2C1=O`?
human PMI inhibition: 19%; TNAP activation fold: 1.1; P. falciparum M17LAP: 4%; Myeloid diff 2: inactive; PMI inhibition: 14%; LYP inhibition: -2%; XIAP antagonists: -4.6%; P. falciparum M1AAP: 7%; Myeloid diff 2 GFP+ MAC1+ %: 0.5

Results for CCOC(=O)c1cc(C)n(Cc2ccc(OCC)c(OC)c2)c1C ?
human PMI inhibition: 14%; TNAP activation fold: 1; P. falciparum M17LAP: 3%; Myeloid diff 2: inactive; PMI inhibition: 14%; LYP inhibition: 0%; XIAP antagonists: -16%; P. falciparum M1AAP: 5%; ER stress rescue: 0.1%; Myeloid diff 2 GFP+ MAC1+ %: 2.1

Results for O=C(Nc1ccc(CN2CCOCC2)cc1)c1cc2ccccn2n1 ?
human PMI inhibition: 20%; TNAP activation fold: 1; P. falciparum M17LAP: 4%; Myeloid diff 2: inactive; PMI inhibition: 17%; LYP inhibition: -4%; XIAP antagonists: -8.1%; P. falciparum M1AAP: 3%; Myeloid diff 2 GFP+ MAC1+ %: 0.9

Results for Cc1cc(C)c(C#N)c(SCc2ccccc2)n1 ?
human PMI inhibition: -23%; TNAP activation fold: 1; P. falciparum M17LAP: -6%; Myeloid diff 2: inactive; PMI inhibition: -17%; LYP inhibition: -3%; XIAP antagonists: -13%; P. falciparum M1AAP: 5%; ER stress rescue: -1.9%; Myeloid diff 2 GFP+ MAC1+ %: 1.1

How did CN(C(=O)COC(=O)CNC(=O)CNC(=O)c1ccc(Cl)cc1Cl)c1ccccc1 do in these assays?
human PMI inhibition: 6%; TNAP activation fold: 1.1; P. falciparum M17LAP: -7%; Myeloid diff 2: inactive; PMI inhibition: 5%; LYP inhibition: -5%; XIAP antagonists: -4.4%; P. falciparum M1AAP: 2%; ER stress rescue: -1.0%; Myeloid diff 2 GFP+ MAC1+ %: 0.3

How did O=C(N/N=C/c1ccc([N+](=O)[O-])cc1)c1[nH]ncc1Br do in these assays?
human PMI inhibition: 2%; TNAP activation fold: 1.1; P. falciparum M17LAP: -3%; Myeloid diff 2: inactive; PMI inhibition: -4%; LYP inhibition: -5%; XIAP antagonists: -7.3%; P. falciparum M1AAP: 0%; ER stress rescue: -2.3%; Myeloid diff 2 GFP+ MAC1+ %: 0.0

Results for CC1CN=C(c2cccn2Cc2ccc(F)cc2Cl)O1 (stereo not drawn) ?
human PMI inhibition: 17%; TNAP activation fold: 1; P. falciparum M17LAP: 4%; Myeloid diff 2: inactive; PMI inhibition: 12%; LYP inhibition: -11%; XIAP antagonists: -3.8%; P. falciparum M1AAP: -1%; ER stress rescue: -0.9%; Myeloid diff 2 GFP+ MAC1+ %: 2.4

What do the screens show for `CCCOc1ccc(C(=O)NCCc2ccccc2)cc1`?
human PMI inhibition: -2%; TNAP activation fold: 1.1; P. falciparum M17LAP: -3%; Myeloid diff 2: inactive; PMI inhibition: -4%; LYP inhibition: -4%; XIAP antagonists: -2.8%; P. falciparum M1AAP: 2%; ER stress rescue: -1.0%; Myeloid diff 2 GFP+ MAC1+ %: 1.1

What do the screens show for `Fc1cccc(CCN2C(=S)NC[C@@H]2CC2CCCCC2)c1`?
P. falciparum M17LAP: -2%; Myeloid diff 2: inactive; LYP inhibition: 0%; P. falciparum M1AAP: 2%; Myeloid diff 2 GFP+ MAC1+ %: 1.6

How did COc1cc([N+](=O)[O-])ccc1NC(=O)C[n+]1cccc(C)c1 do in these assays?
human PMI inhibition: 24%; TNAP activation fold: 1; P. falciparum M17LAP: 9%; Myeloid diff 2: inactive; PMI inhibition: 21%; LYP inhibition: 1%; XIAP antagonists: -5.5%; P. falciparum M1AAP: 7%; ER stress rescue: -0.9%; Myeloid diff 2 GFP+ MAC1+ %: 1.3

What do the screens show for `CC(CSc1nnnn1-c1ccccc1)Cn1c(N2CCCC2)nc2c1c(=O)[nH]c(=O)n2C` (stereo not drawn)?
human PMI inhibition: 2%; TNAP activation fold: 1.1; P. falciparum M17LAP: -4%; Myeloid diff 2: inactive; PMI inhibition: -4%; LYP inhibition: -1%; XIAP antagonists: -3.6%; P. falciparum M1AAP: 0%; ER stress rescue: -1.3%; Myeloid diff 2 GFP+ MAC1+ %: 0.0

Results for Cc1cc2cc(C)c(NCCNC(=O)c3ccccc3F)nc2cc1C ?
human PMI inhibition: 12%; TNAP activation fold: 1; P. falciparum M17LAP: 2%; Myeloid diff 2: inactive; PMI inhibition: 20%; LYP inhibition: -7%; XIAP antagonists: 3.4%; P. falciparum M1AAP: 6%; ER stress rescue: -1.9%; Myeloid diff 2 GFP+ MAC1+ %: 0.3

No new results follow: entries from further up.
Results for COc1cccc(C(=O)N2CCN(C3CCN(Cc4ccccc4)CC3)CC2)c1 ?
human PMI inhibition: 2%; TNAP activation fold: 1; P. falciparum M17LAP: 10%; PMI inhibition: -5%; LYP inhibition: -10%; XIAP antagonists: -2.9%; P. falciparum M1AAP: -4%; ER stress rescue: 2.7%

Results for CCOc1ccccc1C(=O)NCC(=O)O ?
human PMI inhibition: -38%; TNAP activation fold: 1.2; P. falciparum M17LAP: -1%; Myeloid diff 2: inactive; PMI inhibition: -22%; LYP inhibition: -4%; XIAP antagonists: -4.3%; P. falciparum M1AAP: -8%; ER stress rescue: 3.1%; Myeloid diff 2 GFP+ MAC1+ %: 0.9
